# hiPSC survival = enhancers of single-cell hiPSC survival, primary screen, ATPlite luminescence; 100% = ROCK inhibitor wells, 0% = DMSO; survival enhancement, % at 20 µM; 360,000 compounds, 0.044% hits; AID 602274, 2012; in the data active = survival enhancement above about 18%;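 note: cells exposed to compounds for 16 hours before the ATP read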
# MC4R barr agon = MC4R agonists recruiting beta-arrestin, primary screen, cell-based, luminescence, agonist arm of biased-ligand search; U2OS MC4R beta-arrestin complementation; percent of melanotan II response, DMSO zero; 360,000 compounds, 0.98% hits; Melanocortin receptor 4 (Homo sapiens), P32245; activation, % at 8.9 µM; AID 540308, 2011;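 active = activation above a per-plate cutoff, the mean activation of sample wells on that plate plus 3 SD, cut at about 8% in these data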
# Target sequence (P32245 whole entry, looked up): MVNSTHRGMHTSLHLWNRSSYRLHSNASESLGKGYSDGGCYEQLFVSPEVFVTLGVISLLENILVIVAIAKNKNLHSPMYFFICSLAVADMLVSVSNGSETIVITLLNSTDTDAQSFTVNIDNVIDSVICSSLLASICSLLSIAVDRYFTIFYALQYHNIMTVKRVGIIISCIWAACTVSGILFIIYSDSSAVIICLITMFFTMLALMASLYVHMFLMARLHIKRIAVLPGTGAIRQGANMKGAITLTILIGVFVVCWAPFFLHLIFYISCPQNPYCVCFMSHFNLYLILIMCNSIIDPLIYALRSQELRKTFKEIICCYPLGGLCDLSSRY
# MC4R antagonist = MC4R antagonists of cAMP signaling, primary screen, cell-based, TR-FRET, antagonist arm of biased-ligand search; inhibition, % at 6.5 µM; Melanocortin receptor 4 (Homo sapiens), P32245; AID 540295, 2011; 360,000 compounds, 0.48% hits; MC4R-expressing cells, MTII-stimulated cAMP, LANCE TR-FRET;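 active = inhibition above its plate's cutoff, the mean of tested wells on that plate plus 3 SD, cut at about 29% in these data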;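 note: 0% = Melanotan II alone and 100% = Melanotan II plus saturating MCL0020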
#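 Material: human MC4R-expressing U2OS cells. Probe or stimulus: Melanotan II challenge. Dosing: 6.5 µM single dose. Times: 30-min compound, 1-h challenge, 1-h detection, room temperature. Technique: TR-FRET with Eu-cAMP and labeled anti-cAMP, 671 nm. Replication: singlicate.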
# ABHD5 PLIN5 PPI = ABHD5-PLIN5 interaction inhibitors, primary screen, cell lysate, split luciferase complementation, luminescence; Split G. princeps luciferase complementation, 4 h; AID 602281, 2012; 360,000 compounds, 0.78% hits; inhibition, % at 4 µM;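 active = inhibition above the mean inhibition across every tested compound plus 3 SD, cut at about 22% in these data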;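 note: 0% = DMSO only wells and the 100% control is not disclosed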
# ABCB6 inh 2 = ABCB6 transporter inhibitors, primary screen, K562-ABCB6 cells, flow cytometry, MLPCN library; ATP-binding cassette sub-family B member 6 (Homo sapiens), Q9NP58; K562-ABCB6 porphyrin accumulation, 1 h; active compounds read low; fluorescence ratio to DMSO, % at 10 µM; 360,000 compounds, 0.19% hits; AID 602162, 2011;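 active = fluorescence ratio to DMSO below 75%, the collection mean minus 3 SD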;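 note: signal is porphyrin accumulated inside mitochondria; 100% equals median channel fluorescence of DMSO control wells; lower ratio means ABCB6 inhibition with less porphyrin fluorescence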
# Granule exo inh = LAMP-1 surface exposure blockers, TALL-104 cells – cell-based, flow cytometry, MLPCN library, primary screen | 360,000 compounds, 0.66% hits | TALL-104 LAMP-1 surface exposure; cells stimulated with thapsigargin and PMA | AID 651702, 2012 | inhibition, % at 10 µM;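 active = inhibition above about 55%, limit read from the data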
# Glyco luc inh = increase of ERlucT glycosylation luciferase signal, primary screen, N-linked glycosylation inhibitor project, D54 ERlucT cells, luminescence, set 2; D54 ERlucT glycosylation luciferase reporter, 24 h; percent of 100 nM tunicamycin response; reporter increase, % at 12.5 µM; 360,000 compounds, 0.23% hits; AID 588692, 2011;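 active = mean luciferase reporter signal, scaled so untreated is 0 and the glycosylation-blocking control 100, at or above a set limit in every replicate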;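 note: luciferase carries N-glycosylation sites so blocking glycosylation raises the light; 0% = median of neutral control wells and 100% = median of 100 nM tunicamycin wells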
# m5-HT2A agonist = mouse Htr2a agonists via beta-arrestin recruitment, primary screen, cell-based, luminescence | AID 624169, 2012 | CHO-K1 mHTR2A beta-arrestin complementation; percent of 30 µM serotonin response | 360,000 compounds, 0.66% hits | activation, % at 7.6 µM;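 active = activation above a run cutoff, the mean activation of all tested compounds plus 3 SD, cut at about 14% in these data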;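 note: 0% = plate median of compound wells and 100% = 30 µM serotonin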
# Target sequence (P35363 whole entry, looked up): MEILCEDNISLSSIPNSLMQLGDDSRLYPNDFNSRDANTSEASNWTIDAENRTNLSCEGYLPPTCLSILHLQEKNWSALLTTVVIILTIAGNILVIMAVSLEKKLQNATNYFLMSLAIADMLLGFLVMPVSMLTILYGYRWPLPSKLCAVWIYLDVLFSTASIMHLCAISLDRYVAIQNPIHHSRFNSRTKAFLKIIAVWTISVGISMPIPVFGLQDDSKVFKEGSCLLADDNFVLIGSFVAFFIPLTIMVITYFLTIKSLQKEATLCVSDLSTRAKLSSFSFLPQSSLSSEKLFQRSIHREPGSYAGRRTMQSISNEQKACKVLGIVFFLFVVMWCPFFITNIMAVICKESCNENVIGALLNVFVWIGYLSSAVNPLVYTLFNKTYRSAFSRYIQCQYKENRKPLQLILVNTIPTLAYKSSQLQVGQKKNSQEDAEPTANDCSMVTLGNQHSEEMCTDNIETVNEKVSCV
# H9c2 protect = cardioprotection against H2O2-induced cell death, primary screen, uHTS, H9c2 cells, ATPLite luminescence | H9c2 cardiomyocytes, H2O2 injury protection, 2 h | protection from H2O2 cell death, % at 20 µM | 360,000 compounds, 0.63% hits;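 active = compounds giving at least 50% protection of heart cells from peroxide-induced death in the single-dose screen, raw or plate-pattern-corrected value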;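 note: 0% = DMSO wells with peroxide and 100% = DMSO wells without peroxide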
# aDG glyco act = activators of alpha-DG glycosylation, primary screen, uHTS, Pro5-aDG cells, AlphaScreen. alpha-DG glycosylation AlphaScreen (IIH6); 0% Pro5, 100% B10-LARGE cell signal. activation, % at 10 µM. 360,000 compounds, 0.22% hits;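 active = activation of at least 8% versus controls, or a plate z-score of at least 8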;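 note: Pro5 are CHO cells carrying HIG-tagged alpha-DG that lacks glycosylation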
# Active calls of the source: *; nt = no result given.
SMILES,hiPSC survival,MC4R barr agon,MC4R antagonist,ABHD5 PLIN5 PPI,ABCB6 inh 2,Granule exo inh,Glyco luc inh,m5-HT2A agonist,H9c2 protect,aDG glyco act
CC(C)N1CCOC(c2ccc(O)c(O)c2)C1 (configuration not stated),-0.4,nt,nt,3,96,-3,1,35*,13,-0.1
Nc1ccc(C2(c3ccc(N)cc3)CN3CCC2CC3)cc1,1.3,-1.2,-1,2,109,0,0,5,-2,0.2
COP(=S)(OC)Oc1ccc(SC)c(C)c1,1.7,-1.7,7,-1,97,-3,0,-1,-7,0.3
C/C(=N\N1CCCCCC1)c1c(O)n(C2CCCCC2)c(=O)[nH]c1=O,1.9,0.7,7,-7,101,-25,-3,0,-5,-0.1
CC(=O)OC1CC(OC2C(O)CC(OC3C(O)CC(OC4CCC5(C)C(CCC6C5CCC5(C)C(C7=CC(=O)OC7)CCC65O)C4)OC3C)OC2C)OC(C)C1OC1OC(CO)C(O)C(O)C1O (configuration not stated),-2.6,33*,-5,-6,97,2,-17,0,0,0.1
Nc1ccnn1C1CCNCC1,-0.6,1.3,11,2,101,-2,0,3,-1,-0.1
Cc1ccc(-n2c(C)nc3ccccc3c2=O)c(C)c1,-0.1,-0.2,6,-5,96,-5,1,1,2,0.3
Clc1cccc(N2Cc3ccccc3-n3nncc3C2)c1,-0.3,nt,nt,9,101,-3,0,2,3,0.0
CC(C)c1ccc(-n2c(O)c(/C=N/NC(=O)c3ccccc3O)c(=O)[nH]c2=S)cc1,-0.5,-2.9,4,-4,127,9,-2,-5,6,-0.2
CCC(=O)N1CC(=O)Nc2ccc(F)cc2C1c1ccccc1 (configuration not stated),-1.9,0.4,8,-4,96,26,2,0,-2,-0.3
CCOC(=O)c1c(-c2ccccc2)oc2ccc(OC(=O)N(C)C)cc12,0.6,0.3,-3,1,92,-5,0,0,-16,0.8
COC(=O)C1=C(c2c(C)noc2C)C[C@@H]2CC[C@H]1N2C(=O)NCc1ccc(C(F)(F)F)cc1,-4.8,-1.9,5,0,100,-4,-2,-2,4,-0.1
COC(=O)c1cncn1C(C)c1ccccc1 (configuration not stated),1.5,-1.7,13,-1,96,8,1,-2,2,-0.1
CN(C)N=O,3.0,0.8,6,0,103,4,2,-1,3,-0.1
Cc1cc(C)nc(/N=C(\N)c2c(O)[nH]c(=O)[nH]c2=O)n1,0.2,-2.5,-11,-7,99,12,0,-2,-5,-0.2
OCc1cnc[nH]1,-1.0,1.0,-2,2,96,-4,1,0,17,-0.2
O=C(C[N+]12CCC(CC1)C(C(O)(c1ccccc1)c1ccccc1)C2)c1ccc(Br)cc1 (configuration not stated),-0.6,-1.5,5,5,101,-5,5,-2,10,0.0
COC(=O)C1=C(c2ccc(OC(F)(F)F)cc2)C[C@@H]2CC[C@H]1N2C(=O)NCCc1ccccc1,-3.6,0.3,16,-10,97,8,-4,-9,-5,0.0
COC(=O)C1=C(c2ccccc2)C[C@@H]2CC[C@H]1N2C,-2.3,-0.3,-5,-4,95,-2,0,-3,14,0.1
OC1/C(=C/c2ccc(F)cc2)N2CCC1CC2 (configuration not stated),0.8,0.7,8,8,97,-1,-1,2,6,-0.2
CN1C(C(=O)N2CCC3(CC2)OCCO3)=CC(c2ccc(F)cc2)=NS1(=O)=O,-0.5,-2.5,2,-12,95,-1,-1,1,2,-0.4
CCN(CC)S(=O)(=O)c1ccc(C(=O)NC2CN3CCC2CC3)cc1 (configuration not stated),-0.5,-2.3,0,-1,95,10,-1,2,0,-0.1
Nc1nnc(P(c2ccccc2)c2ccccc2)s1,0.5,2.3,5,10,94,-2,1,0,-4,0.0
COCCNC(=O)CN1C(=O)CN=C(c2ccccc2)c2ccccc21,-0.3,-1.2,-6,-3,95,-1,-1,-2,3,0.0
O=C1NC(=O)C(=Cc2ccc(Oc3ccc([N+](=O)[O-])cc3)cc2)C(=O)N1,-0.3,-1.6,10,11,100,3,0,1,-5,0.8
COc1ccc(CCNC2CCCCCC2)cc1,-0.5,0.3,16,-6,101,2,-3,-3,1,0.0
CCOc1ccc(-n2c(O)c(C=Nc3ccc(N(CC)CC)cc3)c(=O)[nH]c2=O)cc1,-0.2,0.3,10,1,117,8,1,6,0,0.2
CCCCC12CNCC(C)(CNC1)C2=O,0.9,0.4,-3,-11,91,-5,-2,4,-4,0.0
CCOC(=O)c1cccc(C2=C(CNC(=O)c3ccc([N+](=O)[O-])cc3)[C@H]3CC[C@@H](C2)N3Cc2ccccc2)c1,-1.1,-1.1,3,-1,96,1,-5,-7,42,-0.2
CCCCCCC(=O)N/N=C/c1c(O)n(C(C)CC)c(=S)[nH]c1=O (configuration not stated),0.8,-2.7,6,3,100,-17,1,-8,9,0.0
Cc1cccnc1-n1c(C)nc2ccccc2c1=O,0.7,0.2,3,2,105,-7,0,2,6,0.1
CCN(CC)C(=O)c1ccc(NC(=O)c2ccc(-n3cncn3)c([N+](=O)[O-])c2)cc1,-0.4,-3.9,1,-1,97,15,2,8,2,-0.1
Cc1ccc(CN2CCN(C)CC2)c(C)c1,4.7,0.0,10,4,100,0,1,-1,3,-0.1
FC(F)(F)c1cccc(-n2nnnc2C2(N3CCOCC3)CCCCC2)c1,-2.5,-0.4,2,0,93,1,-3,-4,-12,0.2
O=S(=O)(NC1CCCC1)OCC(Cl)(Cl)Cl,-3.1,-1.0,-1,-14,101,-8,-1,1,7,-0.2
COc1ccc(C(=O)N2CCOCC2)cc1S(=O)(=O)N1CCC(C)CC1,-2.0,-0.1,3,-1,84,0,-1,-2,2,-0.1
CN1CCN(c2ccc3c(c2)S(=O)(=O)c2ccccc2C3=O)CC1,0.6,-0.8,-3,0,96,-16,-6,-6,-1,-0.1
c1ccc(C2CC3CC(c4ccco4)N2O3)cc1 (configuration not stated),-2.1,-0.4,-1,-5,91,-1,-1,-3,8,-0.3
Cc1ccc(N=Cc2c(O)n(C)c(=O)n(C)c2=O)cc1,0.2,-2.2,-4,-2,103,-7,2,-3,-3,-0.1
C=C(C)Cn1c(=O)n(CC2CS2)c2ccccc21 (configuration not stated),-0.1,-0.6,-4,-3,98,1,5,2,2,0.0
COC(=O)N(c1ccccc1)P1(=S)OCCO1,1.4,1.0,5,-18,99,-2,0,6,-4,-0.1
NC(=O)c1ccc(N)nc1,0.6,-1.4,-3,-7,100,-7,3,-3,-14,-0.4
COc1ccc(NP(=O)(Oc2ccc(Cl)cc2)Oc2ccc(Cl)cc2)cc1OC,3.5,2.4,9,-2,102,-6,-4,-6,-9,0.2
C=CCSc1nc2c(c(-c3ccsc3)c1C#N)CN(C)CC2,1.8,-0.1,-3,9,122,4,6,0,3,0.0
Cc1c(NS(=O)(=O)c2ccccc2)ccc([N+](=O)[O-])c1Cl,-0.7,-0.4,17,1,101,3,-1,-1,-19,0.1
BrCCc1ccccc1,0.9,1.5,6,2,93,-1,2,-4,-1,0.2
C=CCC1(CN2CCCCCC2=O)C(=O)NC(=O)NC1=O,-1.3,-1.2,-4,-3,118,-1,2,-2,3,0.5
CC(=NCC1CCCO1)c1c(O)n(-c2ccccc2)c(=O)[nH]c1=O (configuration not stated),-3.3,-0.1,6,-6,107,-3,2,3,0,0.1
O=[N+]([O-])c1ccc(N2CCCCCC2)c2nonc12,0.0,-2.3,-17,7,101,2,2,-4,-5,-0.1
COC(=O)C1=C(c2ccc(F)cc2OCc2ccccc2)C[C@@H]2CC[C@H]1N2C(=O)N1CCCCC1,3.9,-0.9,2,-1,97,-17,-2,-12,0,0.0
CN(C)C(=O)Oc1ccc(-c2cn3cc(Cl)ccc3n2)cc1,-3.9,0.6,0,2,90,0,-14,-1,-10,0.3
COC(=O)C1=C(c2ccc(F)cc2OCc2ccccc2)C[C@@H]2CC[C@H]1N2C(=O)NCc1ccc(N(C)C)cc1,-1.5,0.5,9,3,98,6,-4,-5,-3,-0.3
Cc1cc(Br)cn2c(CC(=O)N3CCCCC3)c(-c3ccc(F)cc3)nc12,-0.8,nt,nt,-6,98,-4,nt,0,nt,0.3
O=C(c1cccnc1)c1cc2ccccc2[nH]1,4.1,-1.9,2,-4,83,-4,5,2,7,0.0
Cc1ccccc1C(=O)NC(Oc1ccccc1)C(Cl)(Cl)Cl (configuration not stated),-1.4,3.9,2,-2,99,0,0,1,2,0.0
COC(=O)C1=C(c2ccccc2OCc2ccccc2)C[C@@H]2CC[C@H]1N2C(=O)NCCc1ccc(F)cc1,-4.0,0.7,5,5,96,6,-4,-7,0,0.2
CCOC(=O)[C@]12Cc3c(cc(OC)c(OC)c3OC)[C@H]1N(Cc1ccccc1)C(=O)c1ccccc12,-1.3,0.1,-4,6,95,-7,-2,-4,10,0.7
CCOC(=O)c1c(C)n(Cc2ccccc2)c2ccc(O)cc12,-1.1,-1.6,0,-1,97,3,-7,3,-10,0.0
CN1C(=O)NC(=O)C2(CCCC2)C1=O,-0.6,0.1,5,1,99,43,2,2,12,-0.1
COc1ccc(OC)c(-n2c(O)c(C=Nc3c(C)n(C)n(-c4ccccc4)c3=O)c(=O)[nH]c2=S)c1,-0.5,-0.1,7,0,103,-1,2,-4,-1,0.1

# Just MC4R barr agon and aDG glyco act (2 entries from above):
mol,MC4R barr agon,aDG glyco act
COc1ccc(CCNC2CCCCCC2)cc1,0.3,0.0
CCOc1ccc(-n2c(O)c(C=Nc3ccc(N(CC)CC)cc3)c(=O)[nH]c2=O)cc1,0.3,0.2

# (list continues)
SMILES,hiPSC survival,MC4R barr agon,MC4R antagonist,ABHD5 PLIN5 PPI,ABCB6 inh 2,Granule exo inh,Glyco luc inh,m5-HT2A agonist,H9c2 protect,aDG glyco act
COc1ccccc1OP(=O)(Nc1ccc(Br)cc1)Oc1ccccc1OC,1.3,18*,5,-12,103,7,-3,-2,42,-0.2
CCOC(=O)c1c(NC(=O)c2c(N)n(CCCOC)c3nc4ccccc4nc23)sc2c1CCCC2,-0.1,-1.1,3,-3,96,1,3,0,17,-0.4
CSc1ncc(CN2CCCC(C(=O)c3sccc3C)C2)cn1 (configuration not stated),-0.5,1.2,1,-5,107,-10,3,-8,-6,-0.1
CCCn1c(C)c(C(=O)c2cccc3ccccc23)c2ccccc21,-0.9,0.2,-1,-7,103,-7,-1,0,-23,-0.1
CCOC(=O)[C@]12Cc3c(cc(OC)c(OC)c3OC)[C@H]1N(C)C(=O)c1cc(OC)ccc12,-1.0,nt,nt,23*,103,3,nt,1,nt,0.0

# Some of the compounds tested. The share of hits here may be higher or lower than overall.
